Source: PubChem BioAssay (National Center for Advancing Translational Sciences (NCATS))
KB-V1 cytotox: qHTS assay for MDR1-selective chemotherapeutics: Primary screen using the drug-selected MDR subline cells KB-V1; KB-V1 MDR cells viability, CellTiter-Glo, 72 h; AID 1347076, 2019; 400,000 compounds, 3.4% hits; Potency, µM (series often up to 46.1 µM), inactives show at the top dose activity change, negative = cytotoxicity, hits mostly cytotoxic; further: potency means the concentration at half of the fitted maximal effect; on the % scale 0 is the no-effect control and ±100 the full control effect; nearly all actives have a fitted effect of over 60% in size
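Cytotoxicity via CellTiter-Glo luminescence after 72 h compound exposure at 37 degrees C. Cells: drug-selected KB-V1 line, DMEM phenol-red free plus 10% FBS. Compounds tested at multiple concentrations; normalized data fitted to concentration-effect curves.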
HT1080 IDH1KD tx: qHTS for induction of synthetic lethality in tumor cells producing 2HG: qHTS for the HT-1080-IDH1KD cell line. 360,000 compounds, 2% hits. HT-1080 IDH1 knockdown viability, ATP luminescence, 48 h. Potency, µM (highest dose often 46.1 µM), for inactives: at the top dose activity, negative = toxicity, actives largely listed as cytotoxic;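 further: potency means the concentration at half of the fitted maximal effect; 0% = DMSO wells and -100% = cell-free medium wells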
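In this qHTS, HT-1080 cells depleted of IDH1 are exposed for 48 h at 37 °C to compound titrations. Toxicity is scored from CellTiter-Glo luminescence, with DMSO as full viability and medium alone as none.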
KB-3-1 cytotox: qHTS assay for MDR1-selective chemotherapeutics: Primary screen using the parental adenocarcinoma cell KB-3-1. KB-3-1 viability, CellTiter-Glo ATP luminescence, 72 h. Potency, µM (top dose mostly 46.1 µM), inactives show top-dose activity change, negative = cytotoxic, hits mostly cytotoxic. 400,000 compounds, 1.4% hits. AID 1347075, 2019; further: potency means the concentration at half of the fitted maximal effect; on the % scale 0 is the no-effect control and ±100 the full control effect; nearly all actives have a fitted effect of over 60% in size
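Parental KB-3-1 viability, qHTS format: 72 h compound exposure, 37 °C; CellTiter-Glo; media-only wells and DMSO plates as controls; concentration-effect fits on corrected data.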
SW480 rereplic: A quantitative high throughput screen for small molecules that induce DNA re-replication in SW480 colon adenocarcinoma cells; SW480 DNA re-replication, Hoechst DNA content imaging, 48 h; Potency, µM (highest dose often 46.1 µM), for the others: at the highest dose re-replication activation, most hits filed as activators; 340,000 compounds, 1.8% hits; AID 624297, 2012; further: potency means the concentration at half of the fitted maximal effect; % of control where 0% means no effect; nearly all actives have a fitted effect of over 55% in size
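Image-based read-out: total Hoechst fluorescence of nuclei (405 nm excitation, 500-530 nm emission), with hits raising the fraction of high-intensity nuclei. SW480 colon cells incubated 48 hr with compounds at 37 C.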
DRD3 agonist: qHTS of D3 Dopamine Receptor Agonist: qHTS. D(3) dopamine receptor (Homo sapiens), P35462. D3R DiscoveRx beta-arrestin cells, luminescence, 90 min. max activation, %. 410,000 compounds, 0.58% hits; in the data active means max activation above about 30%; further: 0% is about no effect; mostly tested at two doses, the higher about 12 µM
Target sequence (P35462 whole entry, looked up): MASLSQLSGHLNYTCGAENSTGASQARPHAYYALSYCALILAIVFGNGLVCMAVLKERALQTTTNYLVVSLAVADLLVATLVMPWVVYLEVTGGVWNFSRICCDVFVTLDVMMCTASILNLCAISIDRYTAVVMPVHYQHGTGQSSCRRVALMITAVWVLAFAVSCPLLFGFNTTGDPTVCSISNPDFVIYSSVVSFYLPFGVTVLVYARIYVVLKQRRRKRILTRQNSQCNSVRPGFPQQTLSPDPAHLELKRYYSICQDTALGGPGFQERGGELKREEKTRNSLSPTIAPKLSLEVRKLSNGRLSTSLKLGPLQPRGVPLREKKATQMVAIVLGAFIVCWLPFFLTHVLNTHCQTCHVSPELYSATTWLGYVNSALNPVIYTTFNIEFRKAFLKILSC
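Agonist mode: compounds and dopamine controls were applied to plated cells for 90 min at 37 degrees C after an overnight attachment at 1500 cells/well. Luminescent read-out followed 30 - 60 minutes at room temperature with DiscoveRx detection reagent.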
MCF10A rerep: A quantitative high throughput screen for small molecules that induce DNA re-replication in MCF 10a normal breast cells | MCF 10A DNA re-replication, Hoechst nuclear intensity, 48 h | Potency, µM (titrated, usually from 46.1 µM), inactives show at the top dose activity, positive = re-replication, actives largely listed as activators | 350,000 compounds, 2.9% hits | AID 624296, 2012; further: potency means the concentration at half of the fitted maximal effect; % of control where 0% means no effect; nearly all actives have a fitted effect of over 50% in size
HEK293 tox: qHTS of GLP-1 Receptor Inverse Agonists: Cytotox Screen; 410,000 compounds, 0.13% hits; Potency, µM (doses to about 38.3 µM), for the others: top-dose activity change, negative = inhibition, most hits filed as inhibitors; HEK293 cAMP-luciferase reporter cells, luminescence, 24 h; AID 624418, 2012;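 further: loss of luciferase light is scored as toxicity; potency means the concentration at half of the fitted maximal effect; on the % scale 0 is the no-effect control and ±100 the full control effect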
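Cells in DMEM/10% Nu serum/1% pen-strep, 1536-well format. Pre-incubated 12 h, dosed with 23 nL compound, incubated a further 24 h. Luciferase detection, 12 min at room temp, luminescence.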
HT1080NT lethal: qHTS for induction of synthetic lethality in tumor cells producing 2HG: qHTS for the HT-1080-NT fibrosarcoma cell line. HT-1080-NT fibrosarcoma viability, CellTiter-Glo ATP luminescence, 48 h. Potency, µM (series often up to 46.1 µM), for the others: at the highest dose activity, negative = less viability, most hits filed as cytotoxic. 360,000 compounds, 1.6% hits;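 further: NT is the 2HG producing partner of a matched IDH1 knockdown line; potency means the concentration at half of the fitted maximal effect; 0% = DMSO-treated cells and -100% = media-only wells without cells; nearly all actives have a fitted effect of over 55% in size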
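Luminescent CellTiter-Glo readout after 48 hours of compound exposure at 37 degrees C defined viability of HT-1080-NT cells. Activity was normalized to DMSO wells and cell-free media wells; concentration-response curves were fitted and assigned curve classes.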
IL-1B inflam inh: qHTS for Inhibitors of Inflammasome Signaling: IL-1-beta AlphaLISA Primary Screen; 360,000 compounds, 4.7% hits; AID 743279, 2014; activity change, % at 57.5 µM; THP-1 LPS/ATP IL-1B secretion, AlphaLISA, 16 h; active compounds read low; in the data active means activity change below about -50%; inconclusive means mostly about -30% to -49%; further: on the % scale 0 is the no-effect control and ±100 the full control effect
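THP-1 cells pretreated 1 hr with compounds (up to 57.5 uM final), then stimulated with LPS (250 ng/mL final) plus ATP (1.25 mM final); secreted IL-1B measured by AlphaLISA after 16 hr, decreased signal indicating inhibition.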
An asterisk follows results filed as active; ? = inconclusive; / = not tested or not shown; & = joins results of further samples; [ ] = remark or other dose. Unless noted, the call rests on the fitted dose curve; in most records, active means well fitted curve in the direction sought with a large enough effect; inconclusive means small, poorly fitted or top-dose-only effect, or another doubt; inactive means no such curve, though single readings can be large; an effect the other way counts as inactive or inconclusive.

Sequence of screens – KB-V1 cytotox	HT1080 IDH1KD tx	KB-3-1 cytotox	SW480 rereplic	DRD3 agonist	MCF10A rerep	HEK293 tox	HT1080NT lethal	IL-1B inflam inh
1	Cc1cccc(NC(=O)C(=O)NCC2CCCN2S(=O)(=O)c2cccs2)c1 (stereo unspecified)
→ ?	-19.7%	1.1%	/	-12.7	/	2.4%	-3.3%	24.2
2	CC(CCc1ccccc1)NC(=O)CNC(=O)COc1ccccc1 (stereo unspecified)
→ -38.0%	-0.3%	1.2%	-3.3%	7.6	-1.9%	0.0%	-0.7%	0.0
3	CCCC(C(=O)NC1CCCCC1)N(Cc1ccco1)C(=O)CNS(=O)(=O)c1ccccc1 (stereo unspecified)
→ 2.6%	6.1%	-4.0%	8.2%	-1.6	-6.6%	-18.2%	1.6%	-3.2
4	Cc1csc(CNC(=O)C2CCC(=O)N(CCc3cccc(F)c3)C2)n1 (stereo unspecified)
→ 14.9%	-0.2%	15.2%	-21.6%	1.8	1.9%	-4.2%	15.4%	-8.9
5	N#Cc1nc(COc2cccc(Cl)c2)oc1NCc1ccco1
→ 5.3%	-2.2%	-5.9%	-0.4%	-8.4	3.3%	7.9%	15.0%	-15.9
6	CCn1c(SCC(=O)c2ccccc2)nnc1-c1cccs1
→ ?	12.9%	16.4%	-3.5%	19.3	11.1%	3.4%	-0.4%	-6.0
7	Cc1ccc(-c2nnn(CC(=O)N(Cc3cccs3)C(C(=O)NCC3CCCO3)c3ccco3)n2)o1 (stereo unspecified)
→ ?	9.9%	-23.3%	-37.3%	7.3	-0.1%	3.2%	16.2%	20.4
8	COCCn1nnnc1C(c1cccs1)N1CCN2CCCC2C1 (stereo unspecified)
→ 7.2%	7.1%	1.3%	-122.8%[inhibitor]	4.2	-0.3%	-1.8%	16.0%	24.7
9	C=CCN(CC=C)C(=O)Nc1cc(Cl)ccc1OC
→ 14.6µM*	-14.4%	-0.7%	-2.1%	-11.6	-2.8%	-7.5%	15.2%	-16.0
10	Cc1ccc(-c2cc(Cc3cccs3)c(=O)[nH]n2)cc1
→ -28.2%	-11.8%	10.6%	-31.6%[inhibitor]	-4.6	6.0%	8.3%	?	15.2
11	O=C(NCCO)C(=O)NCC1CCCN1S(=O)(=O)c1cccs1 (stereo unspecified)
→ 28.4%	2.4%	?	-6.8%	5.0	0.0%	5.7%	0.6%	20.9
12	O=c1c2ccccc2n2nnnc2n1-c1ccccc1
→ ?	6.9%	8.9%	-4.9%	8.3	-1.2%	-6.9%	14.1%	16.0
13	CCNc1nc(Oc2ccc(=O)n(-c3ccccc3)n2)nc(N(C)C)n1
→ -4.0%	1.0%	8.0%	-1.5%	-1.0&4.4	1.7%	-1.4%&-4.0%	2.1%	-6.9
14	Cc1cc(C)n2c(=O)[nH]nc2c1
→ 3.8%	12.0%	-4.2%	-23.4%	1.4	-4.9%	0.8%	7.7%	17.5
15	O=C(NN=C1CCCCCC1)c1c[nH]c2ccccc12
→ -0.5%	-19.5%	-5.3%	-1.3%	-43.4	2.2%	7.3%	-21.5%	-10.7
16	Cc1ccccc1NP1(=O)OCCCN1Cc1ccccc1Cl (stereo unspecified)
→ 5.1%	-0.3%	7.5%	-3.3%	7.9	-3.1%	-14.2%	13.4%	20.9
17	COc1cc(C(=O)N(Cc2cc3cc(C)ccc3[nH]c2=O)CC2CCCO2)cc(OC)c1OC (stereo unspecified)
→ 8.7%	18.5%	13.9%	-3.3%	-0.5	18.3%	-10.6%	3.2%	25.8
18	NC(=O)N1CCN(C(=O)c2ccco2)CC1
→ 1.7%	10.1%	12.7%	0.5%	0.7	2.5%	0.1%	9.1%	-6.9
19	COC(=O)Cc1c(C)c2ccc(OCC(=O)NC3CCS(=O)(=O)C3)cc2oc1=O (stereo unspecified)
→ ?	-0.3%	9.1%	-5.4%	-3.0	-1.2%	1.0%	6.5%	2.7
20	COc1ccc(Cl)cc1S(=O)(=O)N(C)CC(=O)N1CCOCC1
→ -6.0%	13.9%	-4.3%	-0.5%	-5.7	7.7%	0.7%	-2.8%	-17.7

(further entries)
Sequence of screens – KB-V1 cytotox	HT1080 IDH1KD tx	KB-3-1 cytotox	SW480 rereplic	DRD3 agonist	MCF10A rerep	HEK293 tox	HT1080NT lethal	IL-1B inflam inh
21	Cc1ccccc1Cn1c(SCc2ccc(C(=O)NC3CCCC3)cc2)nc2ccncc21
→ -3.9%	/	3.7%	/	-9.7	/	-2.7%	/	/
22	CCCCn1cc(S(=O)(=O)c2ccc(OC)cc2)c(=O)c2cc(F)c(N3CCCC3)cc21
→ 13.4%	/	15.1%	/	-2.8	/	-4.1%	/	/
23	O=C(O)CNC(=S)N(Cc1ccccc1)Cc1cccs1
→ 14.6%	-11.6%	-1.1%	-1.3%	14.7	0.2%	-6.7%	-0.2%	28.7
24	COc1ccc(S(=O)(=O)Nc2cccc3c2O[C@H](CN(C)C(=O)Nc2ccc4c(c2)OCO4)[C@@H](C)CN([C@H](C)CO)C3=O)cc1
→ -0.2%	8.4%	0.0%	?	-20.7	-3.9%	0.3%	2.3%	2.9
25	OCCC1CN(Cc2nc3c(s2)CCCC3)CCN1Cc1ccccc1 (stereo unspecified)
→ 12.1%	-3.8%	-0.6%	?	-3.5	0.6%	-3.1%	-3.6%	14.0
26	COc1ccccc1OCC(=O)Nc1ccc(S(=O)(=O)Nc2cc(C)on2)cc1
→ -1.7%	4.2%	7.3%	0.3%	4.4	0.6%	2.8%	0.3%	22.4
27	Oc1ccccc1-c1cc(-c2ccco2)[nH]n1
→ ?	-5.4%	0.7%	2.6%	19.1	?	-8.1%	5.7%	7.5
28	COC(=O)c1ccc(NC(=O)CSc2nc(=O)n(Cc3ccco3)c3c2CCC3)cc1
→ -15.2%	/	-0.6%	/	-2.3	/	3.5%	/	/
29	COc1ccc2c(c1)CCC/C2=N\NC(=O)c1ccoc1C
→ -21.8%	10.1%	28.7%	4.9%	1.9	-1.0%	-3.1%	6.7%	-10.6
30	CC1(C(=O)NCc2ccc(Cl)cc2)CCN1C(=O)Cc1cccc2ccccc12 (stereo unspecified)
→ -2.5%	-4.2%	-0.2%	/	2.4	/	-5.4%	-22.4%	0.0
31	Cc1cc(C(C)(C)C)oc1C(=O)N1CCN(C(=O)c2oc(C(C)(C)C)cc2C)CC1
→ -25.1%	12.9%	-1.8%	-7.4%	3.1	-5.0%	-10.2%	8.6%	46.4
32	Oc1ccc(CNc2ccccc2)c2cccnc12
→ 0.0%	?	?	?	-4.2	?	?	5.8µM*	9.3
33	O=C(Nc1cccc(F)c1)Nc1ccnn1C1CCN(C(=O)c2ccccn2)CC1
→ -1.0%	6.5%	0.0%	-1.8%	4.9	1.4%	-1.0%	7.3%	13.4
34	O=C(NCC(c1cccnc1)N1CCN(c2ccccc2F)CC1)c1ccc(F)cc1 (stereo unspecified)
→ -7.0%	/	-27.0%	/	9.1	/	2.1%	/	/
35	CN(C(=O)CN1C(=O)NC(C)(c2cccc(Br)c2)C1=O)C1CCCCC1 (stereo unspecified)
→ 23.1µM*	13.1%	5.2%	4.4%	1.9	10.4%	7.3%	3.9%	-88.7*
36	c1ccc(CN2CCN(CCCNc3ccc4nnc(-c5ccccc5)n4n3)CC2)cc1
→ -13.7%	-19.4%	10.9%	-3.7%	-7.1	8.2%	-21.3%	-16.4%	-25.1
37	COCCNC(=S)N1CCN(c2cccc(C)c2C)CC1
→ 20.6µM*	-23.1%	-2.2%	-0.7%	-2.3	11.0%	-0.1%[7.66 µM]	-11.9%	38.2
38	Cc1ccccc1OCC(O)Cn1c2ccccc2c2ccccc21 (stereo unspecified)
→ 20.6µM*	?	-18.7%	23.1µM*	45.6*	-7.4%	2.9%	?	-84.9*
39	COc1cc(C(=O)c2ccccc2Cl)c([N+](=O)[O-])cc1OC
→ -7.7%	5.9%	-8.8%	-7.1%	-10.5	-11.6%	-0.2%	10.4%	50.8
40	COc1ccc(N2CCN(C(CNC(=O)c3ccco3)c3ccco3)CC2)cc1 (stereo unspecified)
→ ?	1.3%	-2.1%	?	3.7	4.2%	6.6%	-4.8%	0.0
41	O=C(N/C=N/OCc1cccc(C(F)(F)F)c1)N1OC[C@@H]2COc3ccc4ccccc4c3[C@@H]21
→ 16.4µM*	-6.8%	?	1.8%	0.7	-2.5%	29.3%	-2.8%	-12.8
42	Cc1cc(C)nc(N/N=C/c2ccccc2)n1
→ -2.1%	-0.7%	3.9%	-4.7%	-32.6	1.9%	-1.3%	8.2%	10.0

Arranged by length of the SMILES (smallest number first): 3 of the compounds above
Sequence of screens – KB-V1 cytotox	HT1080 IDH1KD tx	KB-3-1 cytotox	SW480 rereplic	DRD3 agonist	MCF10A rerep	HEK293 tox	HT1080NT lethal	IL-1B inflam inh
32	Oc1ccc(CNc2ccccc2)c2cccnc12
→ 0.0%	?	?	?	-4.2	?	?	5.8µM*	9.3
42	Cc1cc(C)nc(N/N=C/c2ccccc2)n1
→ -2.1%	-0.7%	3.9%	-4.7%	-32.6	1.9%	-1.3%	8.2%	10.0
29	COc1ccc2c(c1)CCC/C2=N\NC(=O)c1ccoc1C
→ -21.8%	10.1%	28.7%	4.9%	1.9	-1.0%	-3.1%	6.7%	-10.6
